TTR transcr act: TTR transcription activation, primary screen; hit rate 1.3% among 92,000; AID 1117267; activation, % at 16.7 µM; SH-SY5Y TTR promoter Gaussia luciferase, luminescence; 100% = recombinant luciferase protein wells;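 active = activation above the mean of all tested compounds plus 3 SD, cut at about 9.5% in these data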;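 note: cells exposed to compounds for one day before reading; 0% = median of all test compound wells on the plate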
Numbers without * were called inactive. The list is partial; the hit share may differ from the screen's.

TTR transcr act | SMILES
0.8 | O=C(Nc1nnc(Cc2ccc(Cl)cc2)s1)C1CCCO1 (stereo not given)
-1.9 | CC(C)(C)OC(=O)N1CCC(N[C@@H](Cc2c[nH]c3ccccc23)C(=O)NCCc2c[nH]c3ccccc23)(C(=O)NC2CCCCC2)CC1
-0.2 | CC(C)(C)NC(=O)NC(=O)COC(=O)c1cccc(F)c1
0.7 | O=C(CCCc1ccccc1)N1CCN(C2CCCCC2)CC1
-1.7 | CC=CC1OCC(CC)C(CCC)O1 (stereo not given)
0.8 | CCn1c(=O)n(CC)c2cc(N3CCCC3)c(NC(=O)c3ccccc3OC)cc21
5.8 | Cc1ccc(C)c(SCC(=O)OCC(=O)c2ccco2)c1
7.1 | O=C(NCCC1=CCCCC1)C(=O)NCC(c1ccco1)N1CCN(c2ccccc2)CC1 (stereo not given)
1.6 | COc1cc2c(cc1O)C(Cc1ccc(O)cc1)[N+](C)([O-])CC2 (stereo not given)
-0.4 | Cc1c(NS(=O)(=O)c2cc(C(=O)NCc3cccc(Cl)c3)ccc2Cl)c(=O)n(-c2ccccc2)n1C

TTR transcr act | SMILES
-5.8 | O=C(NCc1ccc2c(c1)OCO2)c1c(-c2ccsc2)sc2ccccc12
-1.6 | O=C(Nc1cccc(C(=O)O)c1)/C(=C/c1ccc([N+](=O)[O-])cc1)NC(=O)c1ccccc1
-0.5 | CN(CCOC(=O)c1cc2ccccc2o1)C1CN(Cc2cn(Cc3ccccc3Cl)nn2)S(=O)(=O)C1 (stereo not given)
-0.6 | O=c1c2cc(Cl)ccc2[nH]c(=S)n1Cc1ccccn1
-1.2 | O=C(O)c1cccc(Nc2ncnc3ccccc23)c1
-0.9 | O=C1c2cccc3c(O)ccc(c23)C(=O)N1Cc1ccco1
-2.9 | CCCCC[C@H]1CN(Cc2ccccc2)C(=O)[C@@H]1CC(=O)NCc1ccc(OC)cc1
-0.7 | CCn1ncc(/C=C/C(=O)NCc2cn(C)nc2C)c1C
-0.7 | O=C(CN1C(=O)NC2(CCCCC2)C1=O)N1CCc2ccccc2C1
-1.8 | CCOC(=O)c1ccc(NC(=S)NC2CCCC2)cc1

Looked up above:
O=C1c2cccc3c(O)ccc(c23)C(=O)N1Cc1ccco1 in TTR transcr act → -0.9
O=c1c2cc(Cl)ccc2[nH]c(=S)n1Cc1ccccn1 in TTR transcr act → -0.6

More entries follow.
TTR transcr act | SMILES
2.0 | COC(=O)N[C@H]1CC=C[C@@H]1Cc1cccc(Oc2ccccc2)c1
-0.2 | CCOc1ccc2c(S(=O)(=O)O)cccc2c1[N+](=O)[O-]
-2.3 | C(=C\c1ccccc1)/CSc1ccccn1
-0.2 | COc1ccc(-c2nc(C(N)=O)c3[nH]c(=O)n(-c4cccc(C)c4)c3n2)c(OC)c1
-0.2 | O=C(CCc1nnc(Cc2ccc3c(c2)OCO3)o1)NC(c1ccccn1)C(F)(F)F (stereo not given)
-1.0 | Cc1ccc(C(=O)N/N=C/C=C/c2ccccc2)cc1
-1.8 | O=S(=O)(Nc1ncnc2c1oc1ccccc12)c1ccc(Cl)s1
0.8 | Cn1c(SCC(=O)NC2CC2)nnc1C1CC1
0.0 | Cc1cnc(C(=O)OCC(=O)N(CC(C)C)C2CCS(=O)(=O)C2)cn1 (stereo not given)
3.2 | CCN(C(=O)COC(=O)c1ccc(SC)cc1OC)C1CCS(=O)(=O)C1 (stereo not given)

Six consecutive compounds from above, for reference:
TTR transcr act | SMILES
-0.2 | O=C(CCc1nnc(Cc2ccc3c(c2)OCO3)o1)NC(c1ccccn1)C(F)(F)F (stereo not given)
-1.0 | Cc1ccc(C(=O)N/N=C/C=C/c2ccccc2)cc1
-1.8 | O=S(=O)(Nc1ncnc2c1oc1ccccc12)c1ccc(Cl)s1
0.8 | Cn1c(SCC(=O)NC2CC2)nnc1C1CC1
0.0 | Cc1cnc(C(=O)OCC(=O)N(CC(C)C)C2CCS(=O)(=O)C2)cn1 (stereo not given)
3.2 | CCN(C(=O)COC(=O)c1ccc(SC)cc1OC)C1CCS(=O)(=O)C1 (stereo not given)

Additional compounds
TTR transcr act | SMILES
-1.5 | O=C(Nc1ccc(C(F)(F)F)cc1)c1ccccc1Br
1.7 | CC1CCCC(NC(=O)CSc2nnc(-c3cccnc3)n2N)C1C (stereo not given)
3.2 | COc1ccc(CCNc2c(C=O)c(=O)[nH]c3ccccc23)cc1OC
-0.5 | C[C@H]1C(c2ccccc2F)O[C@]2(C[C@H](O)c3c(ccc4ccccc34)O2)C[C@@H]1O (stereo not given in full)
2.9 | CC(C)CNC(=S)Nc1ccccc1F
10.8* | Cc1ccccc1NC(=O)C1Cc2ccccc2CN1C(=O)OCc1ccccc1 (stereo not given)
-6.0 | Cc1ccc(Cl)cc1NC(=O)c1cc2ccccc2cc1O
0.4 | Cc1cc(C)n2nc(SCCC(=O)NCCc3ccccc3)nc2n1
-2.8 | O=C(c1ccoc1)N1CCN(c2cc(-c3cccnc3)nc3cc(-c4cccc(Cl)c4)nn23)CC1
3.8 | NC(=O)c1cc(S(=O)(=O)NCc2cccc(Br)c2)cs1

TTR transcr act | SMILES
-2.3 | O=c1[nH]n2c(=O)c3c([nH]c2c1N=Nc1ccccc1)CCC3
1.3 | O=C(O)c1cccc2c1-c1ccc(Cl)cc1C2=O
0.1 | O=S(=O)(c1ccc(NC(=S)N2CCCCC2)cc1)N1CCCCC1
0.8 | CCCCNC(=O)c1nc(-c2ccncc2)oc1-c1ccccc1
0.1 | COC(=O)COc1ccc(NC(=O)Cn2nc(-c3ccccc3)c3ccccc3c2=O)cc1
0.5 | COc1ccc(CN2CCC3CC2c2cc(-c4cccc(C)c4)ccc23)cc1 (stereo not given)
1.7 | CC1CC(C)(C)NC(=S)O1 (stereo not given)
1.7 | Cc1ccc(-n2nnnc2-c2ccccc2)cc1
0.6 | Cc1sc2c(c1C)C(=O)/C(=C\Nc1ccccn1)S(=O)(=O)N2C
4.1 | CCC(C(=O)NCCc1ccc(OC)c(OC)c1)n1nc(C)n2c(cc3occc32)c1=O (stereo not given)

TTR transcr act | SMILES
0.1 | Cc1ccc(C(C)C)cc1S(=O)(=O)Nc1cccnc1
6.2 | COc1ccc(/C=C(\C#N)C(=O)OCCNC(=O)c2ccncc2)cc1
10.0* | CCN(CC)S(=O)(=O)c1ccc(NS(=O)(=O)c2cccc(C)c2)cc1
0.7 | CCOC(=O)C(Cc1ccc(NC(C)=O)cc1)N1C(=O)c2ccccc2C1=O (stereo not given)
-0.7 | COc1cc(=O)n(C)c2ccccc12
-1.1 | COC(=O)c1ccc(CN2C(=O)C3CCCCC3C2=O)o1 (stereo not given)
3.1 | CC1CCN(c2ccc3nnc(CCC(=O)N4CCN(c5ccccc5F)CC4)n3n2)CC1
-3.6 | COc1ccc(-c2nn(-c3ccccc3)cc2C(=O)OCC(=O)c2ccc(C)c([N+](=O)[O-])c2)cc1
3.6 | CCN(C(=O)C(C)Sc1ccc(S(=O)(=O)N2CCN(C)CC2)cn1)c1ccccc1 (stereo not given)
-1.1 | COCOCCn1cc(CN2CCS(=O)(=O)N(Cc3ccc(-c4ccccc4)cc3)C(C(C)C)C2=O)nn1 (stereo not given)

TTR transcr act | SMILES
-1.1 | Cn1cccc1C(=O)OCC(=O)N1CCc2ccccc21
1.8 | O=C(CN(C(=O)CNC(=O)c1ccco1)c1cccc(F)c1)NC1CCCCC1
-1.1 | CCCCNCc1cc(Cl)c(OCCC)c(OCC)c1
0.9 | CCOC(=O)c1c(-c2ccccc2Cl)cn2ccccc12
-1.4 | CC(C)c1ccc(/C=N/NC(=O)CCNC(=O)c2ccccc2)cc1
0.3 | Cc1cc([N+](=O)[O-])nn1CC(=O)N1N=C(C(F)F)CC1(O)C(F)F (stereo not given)
-1.6 | Cc1cccc(Cl)c1NC(=S)N1CCN(c2ccc([N+](=O)[O-])cn2)CC1
-1.6 | CCCc1nc2cc(C)c(Br)c(C)n2c1CC1CCCCC1
0.5 | CS(=O)(=O)N1N=C(c2cccs2)CC1c1ccccc1 (stereo not given)
-1.4 | CCCOc1ccc(C2C(C(=O)/C=C/c3ccco3)=C(O)C(=O)N2CCN2CCOCC2)cc1OC (stereo not given)

TTR transcr act | SMILES
1.8 | COC(=O)C1=C(C)NC(=O)NC1c1ccc(-c2ccc(Cl)cc2)o1 (stereo not given)
-4.5 | CC1Sc2ccc(S(=O)(=O)N3CCC(C(=O)Nc4ccc(Cl)cc4)CC3)cc2NC1=O (stereo not given)
-1.0 | Cn1c2ccccc2c(=O)c2c(=O)n(Cc3ccco3)c(COc3ccccc3)nc21
-0.2 | COc1ccc(C2=Nc3ccccc3OC2)cc1
43.1* | COc1ccc(OC)c(NC(=O)C(=O)NNC(=O)COc2ccc(Br)cc2C)c1
-2.1 | COc1ccc(OC)c(C2CC(c3ccc(NS(C)(=O)=O)cc3)=NN2C(=O)c2ccccc2)c1 (stereo not given)
-0.3 | CCc1ccccc1NC(=O)Nc1ccc2c(c1)OCO2
-0.7 | CCCC(C)NC(=O)COC(=O)c1ccc(Cl)c(S(N)(=O)=O)c1 (stereo not given)
0.6 | C/C(Cc1ccccc1)=N\NC(=O)CNC(=O)Cc1ccc(Cl)cc1
-0.8 | CCCCCCCN1C(Nc2ccccc2)=NC[C@@H]1C

TTR transcr act | SMILES
4.5 | O=C(NNc1cc(Cl)ccc1Cl)c1c(F)cccc1Cl
0.0 | COc1ccc(N2CCN(CC(=O)N3N=CCC3c3ccccc3)CC2)cc1 (stereo not given)
-1.9 | N#Cc1ccc(-n2nnc3ccccc3c2=O)c([N+](=O)[O-])c1
-0.2 | C/C(=N\Nc1nc(C(C)(C)C)cs1)c1ccc(O)cc1
-3.5 | CCCCC(=O)NC(c1ccccc1Cl)c1c(O)ccc2ccccc12 (stereo not given)
-3.7 | CCCCCCOC(=O)C1=C(C)NC(=O)NC1c1ccc(O)cc1 (stereo not given)
-0.7 | O=C(CSc1ccc([N+](=O)[O-])cc1)Nc1cccc(S(=O)(=O)N2CCOCC2)c1
0.4 | Cc1nc2cc(NCc3cccs3)ccc2n1C
-1.6 | NC(=O)C1(c2ccccc2)CCCN1C(=O)c1ccc(Br)cc1 (stereo not given)
-2.0 | COc1ccc(-c2ccc(C(=O)NCc3ccc(N4CCN(C)CC4)cc3)c3occc23)c(C)c1

TTR transcr act | SMILES
1.7 | Cc1cnc(C(=O)OCC(=O)Nc2ccc3c(c2)OCCO3)cn1
3.2 | CC(C)Oc1cccc(-c2csc(N3CCC(C(N)=O)CC3)n2)c1
3.1 | O=C(NCc1cccs1)c1cnc(Cl)c(Cl)c1
-2.6 | Cc1ccc(S(=O)(=O)N2CCN(C(=O)CCOc3ccccc3C)CC2)cc1C
3.9 | CCOc1ccccc1N1CC(C(=O)N2CCN(Cc3ccc(C#N)cc3)CC2)CC1=O (stereo not given)
-1.0 | C=CCn1c(=N)n(CC(=O)c2cccc([N+](=O)[O-])c2)c2ccccc21
-1.7 | O=S(=O)(Nc1ccc(Cl)c(C(F)(F)F)c1)c1cnc[nH]1
-0.3 | C[C@H]1[C@@H](N(C)Cc2ccccc2)CC[C@@]23CCCN2C(=O)CCC[C@@H]13
2.1 | N#Cc1ccc(COC(=O)c2ccc3c(c2)OCO3)cc1
1.6 | C/C=C\C(=O)Nc1cccc(C2=NOC3(C2)C[C@@H](C(N)=O)N(C(=O)C2(C)CC2)C3)c1 (stereo not given in full)

TTR transcr act | SMILES
-1.1 | CC(C)c1ccc(/C=N/Nc2ccc(C(=O)O)cc2)cc1
-1.3 | O=C(CCc1nc2ccccc2[nH]1)NC1CCCCC1
-0.3 | CCCCNS(=O)(=O)c1cc2c3c(c1)CCN3C(=O)CC2
-0.2 | Cc1ccc(Cn2c(SCC(C)C)nc3c2c(=O)[nH]c(=O)n3C)cc1
4.8 | Cc1c(C(=O)NCC(c2ccco2)N2CCCC2)sc2ccccc12 (stereo not given)
0.2 | COc1ccccc1CCn1cnc(Cc2ccccc2)c1C(C)C
-0.8 | N#Cc1cccc(NC(=O)N2CCC(c3nc4c(nnn4Cc4cccc(Cl)c4)c(=O)[nH]3)CC2)c1
-1.4 | O=C1C(=C(O)c2ccccc2)C(=O)c2ccccc21
0.1 | Cc1cc(C)c(NC(=O)Nc2ccccc2)c(C)n1
1.0 | CCOC(=O)/C=C1\CN(C(C)c2ccccc2)S(=O)(=O)c2ccccc21 (stereo not given)

TTR transcr act | SMILES
-1.8 | C/C(=N/NC(=O)c1cccc(Br)c1)C1CC2CCC1C2 (stereo not given)
2.5 | O=S(=O)(c1cccnc1)N1CCCC(Nc2ccc(F)c(F)c2)C1 (stereo not given)
1.9 | CN1OC[C@@H]2CN(C(=O)C(C)(C)C)[C@H](c3ccc(-c4cc5ccccc5o4)cc3)C[C@@H]21
2.5 | C/C(Cl)=C\C[N+](C)(C)CC(=O)OCCc1ccccc1
1.0 | COc1ccc(NC(=O)CSc2cn[nH]n2)c(OC)c1
4.6 | Nc1sc(-c2ccccc2)n[n+]1Cc1cccc2cccnc12
2.7 | Cc1cc([N+](=O)[O-])c(N2CCC[C@@H]2C(=O)O)c([N+](=O)[O-])c1
-0.1 | CCOC(=O)c1ccc(NCCOC)c([N+](=O)[O-])c1
-0.5 | COc1ccc(CCNC(=O)CCCOc2cc(=O)n(C)c3ccccc23)cc1OC
6.4 | CC(=O)NC1(C(F)(F)F)C(=O)Nc2c1c(=O)[nH]c(=O)n2Cc1ccco1 (stereo not given)

Five compounds out of the list above, sorted by the value under TTR transcr act, low to high.
TTR transcr act | SMILES
-1.8 | C/C(=N/NC(=O)c1cccc(Br)c1)C1CC2CCC1C2 (stereo not given)
1.0 | COc1ccc(NC(=O)CSc2cn[nH]n2)c(OC)c1
2.5 | C/C(Cl)=C\C[N+](C)(C)CC(=O)OCCc1ccccc1
4.6 | Nc1sc(-c2ccccc2)n[n+]1Cc1cccc2cccnc12
6.4 | CC(=O)NC1(C(F)(F)F)C(=O)Nc2c1c(=O)[nH]c(=O)n2Cc1ccco1 (stereo not given)

The results go on:
TTR transcr act | SMILES
0.8 | O=C(CSc1nnc(-c2cnccn2)n1Cc1ccco1)c1ccc2ccccc2c1
2.1 | Cc1cccc(-n2nnnc2SCc2csc(-c3ccccc3)n2)c1
0.6 | CC1(C(=O)NC2CCCCC2)CCC(=O)N1CCOc1ccccc1 (stereo not given)
0.0 | CCOC(=O)CSc1nnc(CNc2ccccc2Cl)n1-c1ccccc1

Compound activity (PubChem)
